Bioassay records: PubChem BioAssay, National Center for Advancing Translational Sciences (NCATS)
LmPK inh: blocks Leishmania mexicana pyruvate kinase activity; AID 1721; purified LmPK, Kinase-Glo ATP luminescence, 1 h; Potency, µM (top dose mostly 57.5 µM), inactives show at the highest dose activity change, negative = inhibition, hits mostly inhibitors; 290,000 tested, 0.37% active; Q27686; further: potency means the concentration at half of the fitted maximal effect
Target sequence (Q27686 whole entry, looked up): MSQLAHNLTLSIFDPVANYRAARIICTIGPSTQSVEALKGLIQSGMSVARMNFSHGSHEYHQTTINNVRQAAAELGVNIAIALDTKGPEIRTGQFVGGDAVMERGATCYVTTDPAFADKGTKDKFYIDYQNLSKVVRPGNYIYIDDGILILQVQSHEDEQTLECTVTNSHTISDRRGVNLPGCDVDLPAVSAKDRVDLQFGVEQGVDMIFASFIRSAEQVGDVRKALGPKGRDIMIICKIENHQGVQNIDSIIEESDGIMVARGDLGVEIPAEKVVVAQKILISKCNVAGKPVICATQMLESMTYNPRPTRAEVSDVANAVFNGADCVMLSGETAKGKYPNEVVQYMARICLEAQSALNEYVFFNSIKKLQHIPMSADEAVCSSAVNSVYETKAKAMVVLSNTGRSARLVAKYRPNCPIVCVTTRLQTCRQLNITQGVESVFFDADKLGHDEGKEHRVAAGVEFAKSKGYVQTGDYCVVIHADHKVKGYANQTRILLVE
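qHTS format; LmPK 0.1 nM; substrates PEP 0.5 mM and ADP 0.1 mM. One-hour room-temperature incubation, then coupled luciferase luminescence; 0.5 nM enzyme wells mark activation.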
AmpC no deterg: inhibitors of E. coli AmpC beta-lactamase without detergent. P00811. AmpC nitrocefin hydrolysis, absorbance 480 nm, 0.0001% Triton. Potency, µM (titrated, usually from 57.1 µM), for the others: at the top dose activity change, negative = inhibition, hits mostly inhibitors. 330,000 tested, 0.52% active;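 further: potency means the concentration at half of the fitted maximal effect; plate controls were no compound for no effect and no enzyme for full effect; nearly all actives have a fitted effect of over 20% in size; some results filed as inactive show a strong effect at the top dose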
Target sequence (P00811 whole entry, looked up): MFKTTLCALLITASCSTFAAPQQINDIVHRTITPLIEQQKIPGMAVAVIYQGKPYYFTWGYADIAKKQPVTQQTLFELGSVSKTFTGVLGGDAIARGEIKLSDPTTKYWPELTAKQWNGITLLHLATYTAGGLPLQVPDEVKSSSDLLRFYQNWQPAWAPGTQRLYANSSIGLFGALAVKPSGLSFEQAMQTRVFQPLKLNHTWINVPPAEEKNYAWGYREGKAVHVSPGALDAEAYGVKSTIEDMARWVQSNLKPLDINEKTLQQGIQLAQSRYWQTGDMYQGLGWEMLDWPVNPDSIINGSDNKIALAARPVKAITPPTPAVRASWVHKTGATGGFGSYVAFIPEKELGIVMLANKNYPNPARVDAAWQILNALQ
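AmpC (5.3 nM in the dispensed reagent) in 20 mM phosphate pH 7.0 with 0.01% (detergent screen) or 0.0001% Triton X-100 was preincubated with compounds for 15 min at room temperature. Nitrocefin was then added from an 800 uM solution, and hydrolysis was followed at 480 nm.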
AmpC inh detg: AmpC beta-lactamase inhibition with detergent present; P00811; AmpC hydrolysis of nitrocefin, absorbance 480 nm, 0.01% Triton; Potency, µM (titrated, usually from 114 µM), for the others: top-dose activity change, negative = inhibition, actives largely listed as inhibitors; 370,000 tested, 0.041% active;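 further: potency means the concentration at half of the fitted maximal effect; 0% = no-compound wells and -100% = no-enzyme wells; nearly all actives have a fitted effect of over 25% in size; some results filed as inactive show a strong effect at the top dose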
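20 mM phosphate pH 7.0 + 0.01% (detergent screen) or 0.0001% Triton X-100; 5.3 nM AmpC reagent; cpd preinc 15 min RT; nitrocefin (800 uM stock) to start; A480 q20 s × 4 min; Activity was normalised to no-enzyme and no-compound control wells.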
AMA1-RON2 inh: AMA1-RON2 (P. falciparum) interaction inhibition; Potency, µM (top dose mostly 58.2 µM), for the others: at the top dose activity change, negative = inhibition, actives largely listed as inhibitors; AID 720542; 360,000 tested, 0.2% active; AlphaScreen AMA1-biotinylated RON2 peptide binding;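 further: potency means the concentration at half of the fitted maximal effect; 0% = vehicle wells and -100% = peptide control; nearly all actives have a fitted effect of over 45% in size; some results filed as inactive show a strong effect at the top dose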
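AMA1 (3D7) with his tag at 25 nM final met compounds first, then biotinylated RON2 peptide at 25 nM; detection used donor plus acceptor beads, 10 µg/mL apiece, read by AlphaScreen after 30 min at room temperature.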
HCMV antiviral: inhibitors of human cytomegalovirus; HFF cells, HCMV-luciferase reporter, 72 h; stronger effect = lower value; activity change, negative = inhibition, % at 57.5 µM; 410,000 tested, 4.5% active; AID 1259415; in the data active means activity change below about -60%; inconclusive means no clear call, values can overlap the other calls; inactive means above about -39%
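Two-dose cell screen: HFF monolayers treated with compounds and infected with luciferase-expressing HCMV at 1 PFU/cell, 72 h at 37C, then lysed for luciferase measurement.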
Tb PYK inh: blocks Trypanosoma brucei pyruvate kinase. AID 624173. Q57TT1. 410,000 tested, 0.12% active. Potency, µM (doses to about 76.8 µM), inactives show top-dose activity, negative = inhibition, usual class: inhibitors. TbPYK enzyme, Kinase-Glo Plus ATP luminescence, 45 min; further: potency means the concentration at half of the fitted maximal effect; nearly all actives have a fitted effect of over 50% in size
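Glycolytic pyruvate kinase of T. brucei was incubated with substrate, test compound and 130 uM ADP for 45 minutes at room temperature. Luminescent Kinase-Glo Plus signal was measured after 10 minutes.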
HCV inh: inhibitors of hepatitis C virus infection | Huh7.5.1 HCVcc-Cre infection, luciferase reporter, 44 h | Potency, µM (top dose mostly 41.8 µM), for the others: at the highest dose activity change, negative = inhibition, actives largely listed as inhibitors | 340,000 tested, 3.4% active | AID 651820; further: potency means the concentration at half of the fitted maximal effect
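Reporter virus HCVcc-Cre (~0.5 moi) infects cells exposed to compound; seeding density 1,000 cells/well with 4 h settling beforehand. Luminescence, 15 sec read, taken 44 h post-infection following a 15 min RT substrate incubation.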
* marks the source's active call; other numbers are inactive results; & = joins results of further samples; [ ] = remark or other dose. Unless noted, the call rests on the fitted dose curve; in most records, active means well fitted curve in the direction sought with a large enough effect; inconclusive means small, poorly fitted or top-dose-only effect, or another doubt; inactive means no such curve, though single readings can be large; an effect the other way counts as inactive or inconclusive. Unless noted, on the % scale 0 is the no-effect control and ±100 the full control effect.

Results for COCCCn1nnnc1SCC(=O)Nc1nc(C)c(C)s1 ?
LmPK inh: -1%; AmpC no deterg: -12%; AmpC inh detg: 0%; AMA1-RON2 inh: 3%; HCMV antiviral: 46; Tb PYK inh: 1%; HCV inh: -11%

Results for Cc1cc(C)cc(NC2=CC(=O)CC(c3ccco3)C2)c1 (stereo unspecified) ?
LmPK inh: 0%; AmpC no deterg: -14%; AmpC inh detg: -11%; AMA1-RON2 inh: -10%; HCMV antiviral: -15; Tb PYK inh: 3%; HCV inh: 7%

What do the screens show for `Cc1c(CCNC=O)cc(C)c2c3c(oc12)CCCC3`?
AMA1-RON2 inh: 13%; HCMV antiviral: 29; Tb PYK inh: -3%; HCV inh: inconclusive

Results for CCC(C)NC(C(=O)Nc1ccc(Cl)c([N+](=O)[O-])c1)c1ccccc1 (stereo unspecified) ?
LmPK inh: -1%; AmpC no deterg: -38%; AmpC inh detg: -14%; AMA1-RON2 inh: -15%; HCMV antiviral: 0; Tb PYK inh: -1%; HCV inh: -6%

Results for COc1ccc(OCc2nnc(SCC(=O)Nc3cccc(C(C)=O)c3)o2)cc1 ?
AmpC no deterg: -18%; AmpC inh detg: -4%; AMA1-RON2 inh: 28%; HCMV antiviral: 29; Tb PYK inh: -8%; HCV inh: -12%

What do the screens show for `Cc1ncc(CN2CCN(C3CCCC3)C(CCO)C2)s1` (stereo unspecified)?
LmPK inh: 8%; AmpC no deterg: -7%; AmpC inh detg: 5%; AMA1-RON2 inh: -15%; HCMV antiviral: 20; Tb PYK inh: -2%; HCV inh: 3%

Results for COc1cccc(OC)c1NC(=O)CN(C)S(=O)(=O)c1ccc2c(c1)OCCO2 ?
LmPK inh: -2%; AmpC no deterg: -4%; AmpC inh detg: -8%; AMA1-RON2 inh: 5%; HCMV antiviral: -8; Tb PYK inh: 3%; HCV inh: -1%

How did Cc1cc(C)nc(/N=C(\N)Nc2ccc(F)c([N+](=O)[O-])c2)n1 do in these assays?
LmPK inh: -3%; AmpC no deterg: -23%; AmpC inh detg: -9%; AMA1-RON2 inh: 5%; HCMV antiviral: inconclusive; Tb PYK inh: 8%; HCV inh: inconclusive

Results for COc1cccc(C(=O)N2CCN(CCc3ccncc3)CC2)c1 ?
AmpC inh detg: 20%; HCMV antiviral: -9; Tb PYK inh: -6%

What do the screens show for `Cc1cccc(C)c1NC(=O)CN(C)C(=O)c1cccc(NS(=O)(=O)c2ccccc2)c1`?
AmpC no deterg: -20%; AmpC inh detg: -11%; AMA1-RON2 inh: 7%; HCMV antiviral: -27; Tb PYK inh: 1%; HCV inh: -9%

What do the screens show for `CCN(CC)CCNC(=O)c1cc(Nc2ccc(OC)c(OC)c2)nc2ccccc12`?
LmPK inh: -1%; AmpC no deterg: 36%; AmpC inh detg: -6%; AMA1-RON2 inh: -16%; HCMV antiviral: 2; Tb PYK inh: 0%; HCV inh: inconclusive

What do the screens show for `Cn1c(NCc2cccnc2)nc2cc(-c3ccc(C(=O)N4CCOCC4)cc3)sc2c1=O`?
AMA1-RON2 inh: 0%; HCMV antiviral: 45; Tb PYK inh: -9%

Results for CCOC(=O)COc1nc(N(C)C)nc(N(C)C)n1 ?
LmPK inh: 0%; AmpC no deterg: -4%; AmpC inh detg: inconclusive; AMA1-RON2 inh: 4%; HCMV antiviral: -27; Tb PYK inh: -4%; HCV inh: 0%

What do the screens show for `COc1ccc(NC(=O)[C@H](C)NC(=O)C2CCN(S(=O)(=O)c3ccc(C)cc3)CC2)cc1OC`?
LmPK inh: 6%; AmpC no deterg: 35%; AmpC inh detg: -9%; AMA1-RON2 inh: 12%; HCMV antiviral: inconclusive; Tb PYK inh: 1%; HCV inh: -5%

How did Cc1cc(C)c(NC2=CC(=O)CC(C)(C)C2)c(C#N)c1 do in these assays?
LmPK inh: 6%; AmpC no deterg: -6%; AmpC inh detg: -9%; AMA1-RON2 inh: 26%; HCMV antiviral: 31; Tb PYK inh: 1%; HCV inh: 16%

How did CC(=O)N1CCc2c(sc3c2c(=O)n(Cc2ccccc2)c(=O)n3Cc2cccc(Cl)c2)C1 do in these assays?
AmpC inh detg: 17%; HCMV antiviral: 6; Tb PYK inh: 2%

Results for COc1ccc(NC(=O)CNC(=O)c2cccs2)cc1Cl ?
LmPK inh: 2%; AmpC no deterg: -26%; AmpC inh detg: 3%; AMA1-RON2 inh: -11%; HCMV antiviral: 4; Tb PYK inh: 2%; HCV inh: 14%

How did NC(=O)c1ccc(SCC(=O)NC2CCCCC2)c([N+](=O)[O-])c1 do in these assays?
LmPK inh: -2%; AmpC no deterg: -10%; AmpC inh detg: 3%; AMA1-RON2 inh: 18%; HCMV antiviral: -28; Tb PYK inh: 1%; HCV inh: 21%

How did CC(C)(C)CNC(=O)c1cccc2c1C(=O)c1ccc(N3CCCC3)cc1S2(=O)=O do in these assays?
AmpC no deterg: -25%; AMA1-RON2 inh: -2%; HCMV antiviral: 1; Tb PYK inh: 6%; HCV inh: -16%

What do the screens show for `CCCSc1nc(=O)n2cc(C)ccc2n1`?
LmPK inh: 0%; AmpC no deterg: -9%; AmpC inh detg: 5%; AMA1-RON2 inh: 4%; HCMV antiviral: 66; Tb PYK inh: -1%; HCV inh: 4%

Reprinted from the part before: 2 entries, followed by the next part.
How did CC(C)(C)CNC(=O)c1cccc2c1C(=O)c1ccc(N3CCCC3)cc1S2(=O)=O do in these assays?
AmpC no deterg: -25%; AMA1-RON2 inh: -2%; HCMV antiviral: 1; Tb PYK inh: 6%; HCV inh: -16%

What do the screens show for `CCCSc1nc(=O)n2cc(C)ccc2n1`?
LmPK inh: 0%; AmpC no deterg: -9%; AmpC inh detg: 5%; AMA1-RON2 inh: 4%; HCMV antiviral: 66; Tb PYK inh: -1%; HCV inh: 4%

Results for CCOc1ccc(NS(=O)(=O)c2ccc(-c3cc(C)no3)s2)cc1 ?
AmpC inh detg: 0%; HCMV antiviral: 0; Tb PYK inh: -7%[15.4 µM]

Results for CCOCC(=O)Nc1nc2ccc(C)cc2s1 ?
LmPK inh: -27%; AmpC no deterg: -18%; AmpC inh detg: inconclusive; AMA1-RON2 inh: -9%; HCMV antiviral: 67; Tb PYK inh: 0%; HCV inh: -13%

What do the screens show for `CC(C)c1cc(C(=O)N/N=C/C=C/c2ccccc2)n[nH]1`?
LmPK inh: 1%; AmpC no deterg: -18%; AmpC inh detg: -6%; AMA1-RON2 inh: 104%[activator]; HCMV antiviral: -21; Tb PYK inh: -5%; HCV inh: inconclusive

How did COc1ccc(NC(=O)c2oc3ccccc3c2NC(=O)Cc2cccs2)cc1 do in these assays?
AmpC inh detg: -9%; HCMV antiviral: -4; Tb PYK inh: 6%

How did C=CCn1c(NC(=O)c2ccccc2Cl)c(C#N)c2nc3ccccc3nc21 do in these assays?
LmPK inh: 1%; AmpC no deterg: -48%; AmpC inh detg: -12%; AMA1-RON2 inh: 4%; HCMV antiviral: -28; Tb PYK inh: -1%; HCV inh: -60%

What do the screens show for `O=C1c2ccccc2C(=O)C1c1ccc(Cl)cc1`?
LmPK inh: -15%; AmpC no deterg: -22%; AmpC inh detg: 2%; AMA1-RON2 inh: -5%; HCMV antiviral: 41; Tb PYK inh: 2%&1%

Results for COc1cc(OC)c(OC)cc1CN1CCc2nc(N3CCN(C)CC3)ncc2C1 ?
AmpC inh detg: 8%; HCMV antiviral: 1; Tb PYK inh: -5%

How did CCCCN(C=O)c1c(CC)nc2c(OCCC)cccn12 do in these assays?
AMA1-RON2 inh: -7%; HCMV antiviral: -31; Tb PYK inh: 4%

How did Cc1ccc(C)c(NC(=O)/C(C#N)=C/c2ccc[nH]2)c1 do in these assays?
LmPK inh: -14%; AmpC no deterg: 82%; AmpC inh detg: -10%; AMA1-RON2 inh: -7%; HCMV antiviral: 58; Tb PYK inh: 0%; HCV inh: 5%

What do the screens show for `Cn1nnnc1SCC(=O)Nc1nc(-c2ccccc2)c(-c2ccccc2)o1`?
LmPK inh: 7%; AmpC no deterg: -27%; AmpC inh detg: -1%; AMA1-RON2 inh: 5%; HCMV antiviral: 23; Tb PYK inh: 3%; HCV inh: 1%

What do the screens show for `CCc1nnc(N/N=C\c2ccc(OC(C)=O)c(OC)c2)n1N`?
LmPK inh: -2%; AmpC no deterg: -10%; AmpC inh detg: 1%; AMA1-RON2 inh: 33%[activator]; HCMV antiviral: -4; Tb PYK inh: -7%; HCV inh: 7%

How did CCCn1c2ccccc2c2nnc(SCCN3CCOCC3)nc21 do in these assays?
LmPK inh: 0%; AmpC no deterg: 45%; AmpC inh detg: 1%; AMA1-RON2 inh: 6%; HCMV antiviral: 24; Tb PYK inh: -9%; HCV inh: inconclusive

Results for CCOC(=O)c1c(C)n(-c2ccccc2)c2ccc(O)c(CN(C)C)c12 ?
LmPK inh: 0%; AmpC no deterg: 5%; AmpC inh detg: -5%; AMA1-RON2 inh: -26%; HCMV antiviral: inconclusive; Tb PYK inh: -2%; HCV inh: inconclusive

How did CC(C)CNC(=O)C(=O)NCC1OCCCN1S(=O)(=O)c1cccs1 (stereo unspecified) do in these assays?
LmPK inh: -6%; AmpC no deterg: -9%; AmpC inh detg: 3%; AMA1-RON2 inh: 9%; Tb PYK inh: 3%; HCV inh: 13%

Results for COc1ccc(-c2oc3cc(OC)c(O)c(OC)c3c(=O)c2OC)cc1O ?
LmPK inh: 0%; AmpC no deterg: 10%; AmpC inh detg: 7%; AMA1-RON2 inh: -26%; HCMV antiviral: -37; Tb PYK inh: 2%; HCV inh: 8.9µM*

How did Cc1ccc(-n2nc(CO)c(C(=O)NCCCc3ccccc3)n2)cc1 do in these assays?
AmpC inh detg: 24%; HCMV antiviral: -18; Tb PYK inh: 1%

How did N#CC(C#N)=C1C=C2C=C(N3CCCCC3)CCC2CC1 (stereo unspecified) do in these assays?
LmPK inh: -1%; AmpC no deterg: -24%; AmpC inh detg: -11%; AMA1-RON2 inh: inconclusive; Tb PYK inh: -19%; HCV inh: -19%

What do the screens show for `CCC(C(=O)OCC(=O)Nc1cccc(S(=O)(=O)NC2=NCCCCC2)c1)c1ccccc1` (stereo unspecified)?
LmPK inh: -5%; AmpC no deterg: 27%; AmpC inh detg: 0%

Quoted from the results shown, two compounds:
How did Cc1ccc(-n2nc(CO)c(C(=O)NCCCc3ccccc3)n2)cc1 do in these assays?
AmpC inh detg: 24%; HCMV antiviral: -18; Tb PYK inh: 1%

How did N#CC(C#N)=C1C=C2C=C(N3CCCCC3)CCC2CC1 (stereo unspecified) do in these assays?
LmPK inh: -1%; AmpC no deterg: -24%; AmpC inh detg: -11%; AMA1-RON2 inh: inconclusive; Tb PYK inh: -19%; HCV inh: -19%
